Bioassay records deposited in PubChem by several laboratories.
Dyrk1A ADPGlo: blocks rat Dyrk1A kinase activity | Q63470 | 310,000 tested, 0.43% active | inhibition, % at 12.5 µM | ADP-Glo luminescence, NFATc1 peptide; in the data active means inhibition above about 50%;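 further: plate controls were vehicle with enzyme for no effect and no enzyme for full effect; many of its hits are not listed in these tables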
HDAC3 inh: human HDAC3 inhibition. O15379. 320,000 tested, 0.15% active. AID 2718. recombinant HDAC3, fluorogenic peptide/trypsin coupled, fluorescence. inhibition, % at 8.3 µM; in the data active means inhibition above about 26%, passing the limit was not always enough; inconclusive means no clear call, values can overlap the other calls
Target sequence (O15379 whole entry, looked up): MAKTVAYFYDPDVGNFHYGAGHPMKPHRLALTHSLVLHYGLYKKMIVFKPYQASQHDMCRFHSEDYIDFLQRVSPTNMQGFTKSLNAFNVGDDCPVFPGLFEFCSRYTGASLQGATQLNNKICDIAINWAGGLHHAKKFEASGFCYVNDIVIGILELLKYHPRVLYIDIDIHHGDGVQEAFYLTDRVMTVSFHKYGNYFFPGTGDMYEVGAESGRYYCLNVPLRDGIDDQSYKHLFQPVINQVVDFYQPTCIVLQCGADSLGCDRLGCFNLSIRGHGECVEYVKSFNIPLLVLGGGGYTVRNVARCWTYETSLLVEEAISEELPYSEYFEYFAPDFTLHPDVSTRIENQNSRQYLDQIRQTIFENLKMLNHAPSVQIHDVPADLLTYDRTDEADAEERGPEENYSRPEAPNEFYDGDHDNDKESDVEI
Platelet DG rel: modulates dense granule release in human platelets. human platelet-rich plasma, SFLLRN dense granule ATP release, luminescence. inhibition, %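 (compounds screened at 7.5 µM in platelet-rich plasma)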. 300,000 tested, 0.22% active;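 active means mean replicate score, as percent of positive control, at or above 50; inconclusive means mean below 50 but at least one replicate at or above 50; inactive means mean and every replicate below 50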
HSF-1 act: increases HSF-1 driven luciferase reporter signal; activation, % at 9 µM; 300,000 tested, 1.7% active; NIH3T3-HGL HSF-1 luciferase reporter, MG132, 8 h; 100% = twice DMSO control signal;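 active means mean replicate activation of at least 50% with a set share of replicates each reaching 50%; inconclusive means only one of those two conditions met; inactive means mean below 50% and too few replicates reaching it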;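 further: 0% = median of the neutral control wells and 100% = twice that signal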
HSP90 inh: HSP90 refolding inhibition in rabbit reticulocyte lysate; 290,000 tested, 0.91% active; luciferase refolding luminescence, 3 h; inhibition, % at 5.6 µM;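 active means inhibition above the screen-wide mean plus 3 SD, computed separately per campaign, cut at about 16% in these data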;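 further: 0% = DMSO wells and 100% = 60 µM geldanamycin wells; inhibitors lower the luminescence because luciferase stays unfolded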
GSK3A inh: inhibitors of human GSK-3 alpha kinase; inhibition, % at 10 µM; P49840; ADP-Glo luminescence, 60 min; 320,000 tested, 0.1% active;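 in the data active means inhibition above about 50%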;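 further: GST-tagged GSK-3 alpha with peptide substrate and 25 µM ATP; 0% = DMSO neutral wells and 100% = GW8510 positive control wells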
Target sequence (P49840 whole entry, looked up): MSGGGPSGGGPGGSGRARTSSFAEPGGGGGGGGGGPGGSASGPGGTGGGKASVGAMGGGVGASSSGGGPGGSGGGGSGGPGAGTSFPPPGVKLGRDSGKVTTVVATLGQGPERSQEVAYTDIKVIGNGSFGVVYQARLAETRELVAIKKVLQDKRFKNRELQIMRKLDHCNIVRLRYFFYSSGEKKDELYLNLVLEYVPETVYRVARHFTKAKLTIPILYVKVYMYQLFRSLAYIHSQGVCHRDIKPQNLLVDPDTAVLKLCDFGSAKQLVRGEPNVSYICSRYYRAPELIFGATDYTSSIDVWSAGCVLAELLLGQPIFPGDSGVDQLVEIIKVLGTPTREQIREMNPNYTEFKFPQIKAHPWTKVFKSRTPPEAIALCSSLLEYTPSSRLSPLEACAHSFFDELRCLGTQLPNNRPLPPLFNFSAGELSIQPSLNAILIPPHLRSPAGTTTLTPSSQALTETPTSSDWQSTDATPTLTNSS
AI-2 QS modul: Vibrio harveyi AI-2 quorum sensing modulation; Vibrio harveyi JMH597 AI-2 luminescence/OD600 ratio, 9 h; hits give low values; strain lacks LuxN and CqsS sensors; 0 = neutral-control median; activity change, % at 7.5 µM; 300,000 tested, 0.4% active; AID 2094; in the data active means activity change below about -75%, passing the limit was not always enough; inconclusive means no clear call, values can overlap the other calls;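 further: luminescence divided by OD600 gain over 9 h not by final OD600 alone; inactives centre near 13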
PolyA inhibitor: inhibitors of polyadenylation in S. cerevisiae | S. cerevisiae SKY197-pL101 polyadenylation reporter, beta-gal luminescence; efflux-impaired pdr1/pdr3 knockout yeast; score 100 = 6 SD above DMSO | calls only at 12 µM | 300,000 tested, 0.02% active;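 active means lowest replicate activity score at least 50, where 100 means six control SD above control mean; inconclusive means lowest score under 50 but half or more replicates reach 50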;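 further: yeast exposed to compound for 9 h at 30 °C; higher score means more reporter readthrough which indicates perturbed polyadenylation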
GSK3B inh: inhibitors of human GSK3beta kinase; P49841; GST-GSK3beta kinase, ADP-Glo luminescence, 60 min; hits give low values; activity score (negative = inhibition), % at 10 µM; 300,000 tested, 0.038% active; AID 2097;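 active means more than half of replicate wells score below -50%, meaning over 50% inhibition versus plate controls; inconclusive means some replicates but at most half score below -50%; inactive means no replicate scores below -50%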;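 further: 0% = median DMSO wells and -100% = median GW8510 positive control wells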
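Test system: GST-tagged human GSK3beta kinase, cell-free; evaluation: activity score scaled between in-plate DMSO and GW8510 controls; measured by: ADP-Glo luminescence; incubation: 60 min reaction, RT; benchmarks: DMSO and 20 µM GW8510; reagent: peptide substrate plus 25 µM ATP (final); medium: Tris/MgCl2 kinase buffer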
HSF1 inh: HSF1 inhibition; NIH3T3-HGL HSE-luciferase, MG132-induced, luminescence 8 h; hits give low values; activity change, negative = inhibition, % at 7.5 µM (by protocol); 300,000 tested, 0.77% active; AID 2098;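 active means more than half of replicate wells show activity change below -50%, luminescence cut by over half; inconclusive means some wells, but at most half, below -50%; inactive means no replicate well below -50%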;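 further: luciferase reports HSF-1 transcriptional activity via heat shock element; 0% = median of DMSO wells and -100% = zero luminescence signal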
Starred values were filed as active, the others as inactive; i = inactive; ? = inconclusive; . = not tested or not shown.

The line under a structure holds: GSK3B inh, AI-2 QS modul, HSF1 inh, GSK3A inh, HDAC3 inh, Dyrk1A ADPGlo, HSF-1 act, HSP90 inh, Platelet DG rel, PolyA inhibitor
- CCOC(=O)c1ccc(NC(=O)CC2SC3=NCCN3C2=O)cc1 (centres undefined)
 : 4, 11, -8, -1, 0, 4, 4, 1, 5, i
- CC1CN(C(=O)Nc2ccc(Br)cc2Cl)CC(C)O1 (centres undefined)
 : 0, 29, 4, -2, -1, -3, 9, 0, -1, i
- COc1ccc(S(=O)(=O)c2nnn(-c3cccc(Cl)c3)c2N)cc1
 : 0, ?, -1, -1, 2, 0, -20, -2, 4, i
- CCOc1ccc(NC(=O)C2CCN(C(=O)N3CCOc4ccccc43)CC2)cc1
 : -4, -1, -2, 6, 2, 4, -9, 2, 2, i
- Cc1ncsc1CCOC(=O)C1C2CC3CC(C2)CC1C3 (centres undefined)
 : 5, 36, -1, ., 2, -2, 3, -2, 3, i
- CN1CCN(c2oc(-c3ccccc3F)nc2S(=O)(=O)c2ccc(Cl)cc2)CC1
 : 2, 29, 6, 3, -1, 1, -3, -7, -6, i
- Cc1cc(=O)c2n(Cc3ccc(Cl)cc3)nc[n+]2[nH]1
 : -1, -3, 13, -1, 11, -7, 8, -3, 0, i
- Nc1[nH]n2c(=O)c3c(nc2c1N=Nc1ccccc1)CCCC3
 : -1, -4, 8, 6, 3, 2, 13, 0, -21, i
- O=C(CSc1nc(-c2ccco2)cc(C(F)(F)F)n1)NCc1cccs1
 : -2, 41, -1, 1, -10, -12, -7, 0, -4, i
- O=C(NCc1ccncc1)C(=O)NCC1OCCN1S(=O)(=O)c1ccc(Cl)cc1 (centres undefined)
 : 2, 19, 1, -1, 9, ., 3, 6, 0, i
- CCOc1ccccc1-c1nc(C(N)=O)c2[nH]c(=O)n(-c3cccc(C)c3)c2n1
 : -1, 26, -5, 7, -2, -1, 11, 9, ?, i
- O=C(CSc1nnc(NC(=O)c2c(F)cccc2F)s1)NC1CC1
 : 1, 20, -3, 0, -2, -1, 1, -5, -2, i
- CC(C)CC(=O)N1CCC(O)(CS(=O)(=O)Cc2ccc(Cl)cc2)CC1
 : -1, 28, -7, -1, 3, -1, 1, 0, 1, i
- O=C(CCCCn1c(=O)c2ccccc2n(CC(=O)Nc2ccc(F)cc2)c1=O)NCc1ccco1
 : 1, 21, -4, 4, 8, -5, -8, -4, -6, i
- COc1ccc(NC(=O)[C@H](C)NC(=O)[C@@H]2Cc3ccccc3CN2C(=O)OC(C)(C)C)cc1
 : 1, -3, 1, 0, -1, 7, -5, -4, 4, i
- COc1ccc(NC(=O)COC(=O)c2c(C)noc2C)c(OC)c1
 : 0, 32, 1, ., 2, -2, 14, 0, 0, i
- COc1ccc(OC(C)C(=O)N2CCc3ccccc3C2)cc1 (centres undefined)
 : -3, 8, 2, -2, 2, 7, 4, 2, -1, i
- COc1ccc(N2CCN(C(=O)CSc3nc4[nH]ncc4c(=O)n3-c3cccc4ccccc34)CC2)cc1
 : -2, 23, -5, -1, 4, -5, -3, 3, -4, i
- Cc1ccc(CSC2=NCCN2C(=O)C2CC2)cc1
 : 1, 5, -1, 9, 4, -6, 9, -2, 0, i
- COc1ccccc1NS(=O)(=O)/C=C/c1ccccc1
 : 2, 30, -9, ., ., -6, -5, -5, 17, i
- COC(=O)N/N=C\c1ccccc1OC/C=C/c1ccccc1
 : 0, 26, 14, 2, 8, -4, 20, -5, -1, i
- CC(C)c1ccccc1NC(=S)NCc1ccncc1
 : 4, 12, -3, 6, -3, 1, 14, -4, 1, i
- CCCc1cc(C(=O)Cc2ccccn2)c(O)cc1O
 : 2, 12, -5, 1, 1, -3, -10, -2, ., i
- O=C(/C=C/c1cccnc1)c1cc(F)ccc1O
 : -1, -13, -5, 0, ., 6, -5, 0, 4, i
- CCCn1nc(C(=O)OCC(=O)Nc2cccc(S(N)(=O)=O)c2)c2ccccc2c1=O
 : -2, 11, 5, 2, -1, 0, -1, 1, 3, i
- CC1CCCC(NC(=O)Cc2ccc(Br)cc2)C1C (centres undefined)
 : -4, 14, 0, -2, 6, 3, 17, -2, 4, i
- O=C1CCCN1CCCNC(=S)Nc1ccccc1
 : -6, 30, 0, 0, 10, ., 0, 1, -1, i
- COn1c(SCC(N)=O)nc2ccccc2c1=O
 : 0, 7, 2, 1, 0, 14, 27, 0, 1, i
- O=C(COc1cccc(Cl)c1)Nc1nc(-c2ccc(S(=O)(=O)N3CCOCC3)cc2)cs1
 : 0, 35, 0, ., ., 17, 11, 2, -4, i
- CCn1ccnc1CN(C)Cc1nc(CCC(C)C)no1
 : 1, 27, -3, -2, -6, -7, -1, -2, -6, i
- COc1ccccc1C1CCN(c2cc(O)ccc2[N+](=O)[O-])CC1
 : -1, 11, -3, 6, -3, 54*, 11, 2, 21, i
- COc1cc2ccccc2cc1C(=O)NC(=S)Nc1ccc(C(=O)O)cc1
 : -4, 7, 14, 1, -4, 18, 7, 5, 2, i
- Cc1nnsc1C(=O)N/N=C/c1ccc(OC(F)(F)F)cc1
 : -1, -6, 1, 1, -1, -1, 8, 1, -10, i
- O=C(CN(Cc1ccccc1)S(=O)(=O)c1ccccc1)N1CCOCC1
 : 0, 9, -8, 0, 5, -1, -8, 3, 1, i
- Cc1cc(NC(=O)c2ccc3c(c2)C(=O)N(Cc2cccnc2)C3=O)no1
 : 3, 41, -5, -1, 1, -12, -6, 4, 3, i
- Cc1n[nH]c(=S)n1/N=C/c1cccc(OCc2ccccc2)c1
 : -3, 26, 1, 3, 5, 6, 6, 5, -1, i
- Cc1cc2ccccc2nc1SCC(=O)Nc1nc(-c2ccccc2)cs1
 : 0, -4, -10, -3, 2, 4, -9, 3, 18, i
- C[C@@H]1NC(=O)N(c2ccc(F)cc2)C1=O
 : -3, 31, -4, 0, 6, 5, -2, 2, -6, i
- NC(=S)NNC(=O)c1ccccc1Cl
 : 3, 7, -9, 1, -5, 0, -5, 6, -4, i
- Cc1ccc2cc3cc(C(=O)NC4CC4)oc3nc2c1
 : 2, 12, 13, 2, -4, -7, 37, 1, 0, i
- COc1ccc(CCNC(=O)c2cc3c(=O)n4cccc(C)c4nc3n(Cc3ccco3)c2=N)cc1OC
 : 0, 0, 70, -3, 2, 7, 99*, 2, 8, i
- Cc1ccc(C)c(-n2cc(CNCCCn3cccn3)c(-c3ccccc3)n2)c1
 : 4, 29, 0, -2, -3, 4, -9, 6, -2, i
- CCC(C)c1ccc(NC(=O)Nc2cnccn2)cc1 (centres undefined)
 : -3, 16, 24, 0, -4, 4, 44, -6, -40, i
- CC(C)Cc1c(O)nc(SCC(=O)Nc2ccc3c(c2)CCC3)[nH]c1=O
 : 1, 21, -5, -5, 0, 2, 1, 1, -2, i
- COCCn1c(C)cc(C(=O)COC(=O)c2cccnc2SC)c1C
 : ., ., -70, -5, 4, -4, -70, ., ., .
- CC(O)CNCc1ccccc1C(F)(F)F (centres undefined)
 : 0, 0, -1, -8, -5, -3, -5, 0, 9, i
- C#CCOc1nc(C)cc(C)c1S(=O)(=O)c1ccccc1C
 : -3, 23, 9, -5, 2, 0, 43, 3, 9, i
- CCOC(=O)c1nn(-c2ccc(F)cc2)c(=O)cc1OCC(=O)N1CCN(c2ccccc2)CC1
 : -4, 2, -1, ., ., 0, 19, ., -8, .
- O=C(CC12CC3CC(CC(C3)C1)C2)Nc1ccc(C(=O)O)cc1
 : 0, 17, -6, -2, 0, -5, -12, 0, 2, i
- O=C(CC1SCCNC1=O)Nc1ccc(F)c(Cl)c1 (centres undefined)
 : -1, -59, 0, 0, 0, -2, 18, 0, 0, i
- COc1cc(C(=S)N2CCOCC2)cc(OC)c1OC
 : 2, 37, -2, 3, -2, 11, -2, 3, 0, i
- CCCCNC(=O)C(=O)N/N=C/c1cccc(Br)c1
 : -5, 21, 1, -1, -3, -6, 9, -1, -1, i
- O=C(O)c1cc2ccccc2n1-c1ccccc1
 : 3, 71, -1, -5, 2, -4, 0, 12, 0, i
- O=C1c2ccccc2C(=O)N1C1CCCCC1
 : 3, 16, -11, 0, -2, ., -6, 0, -4, i

By substructure, the compounds so far containing an aryl thioether with sulfur outside any ring
The line under a structure holds: GSK3B inh, AI-2 QS modul, HSF1 inh, GSK3A inh, HDAC3 inh, Dyrk1A ADPGlo, HSF-1 act, HSP90 inh, Platelet DG rel, PolyA inhibitor
- O=C(CSc1nc(-c2ccco2)cc(C(F)(F)F)n1)NCc1cccs1
 : -2, 41, -1, 1, -10, -12, -7, 0, -4, i
- O=C(CSc1nnc(NC(=O)c2c(F)cccc2F)s1)NC1CC1
 : 1, 20, -3, 0, -2, -1, 1, -5, -2, i
- COc1ccc(N2CCN(C(=O)CSc3nc4[nH]ncc4c(=O)n3-c3cccc4ccccc34)CC2)cc1
 : -2, 23, -5, -1, 4, -5, -3, 3, -4, i
- COn1c(SCC(N)=O)nc2ccccc2c1=O
 : 0, 7, 2, 1, 0, 14, 27, 0, 1, i
- Cc1cc2ccccc2nc1SCC(=O)Nc1nc(-c2ccccc2)cs1
 : 0, -4, -10, -3, 2, 4, -9, 3, 18, i
- CC(C)Cc1c(O)nc(SCC(=O)Nc2ccc3c(c2)CCC3)[nH]c1=O
 : 1, 21, -5, -5, 0, 2, 1, 1, -2, i
- COCCn1c(C)cc(C(=O)COC(=O)c2cccnc2SC)c1C
 : ., ., -70, -5, 4, -4, -70, ., ., .

The list is partial. The share of hits here may be higher or lower than overall.
